SMN2 splice up = increases expression of the SMN2 splice variant; HEK293 SMN2-luciferase splicing reporter, luminescence, 30-36 h; Potency, µM (highest dose often 46.1 µM), for the others: top-dose activity change, positive = activation, hits mostly activators; 210,000 tested, 2.8% active; AID 1458; active means well fitted activation curve with a large enough effect; inconclusive means small, poorly fitted or top-dose-only effect; inactive means no such curve, though single readings can be large or run the other way; further: % of control where 0% means no effect; nearly all actives have a fitted effect of over 55% in size
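qHTS luciferase splicing reporter: luminescence rises when SMN2 exon 7 is included in transfected HEK293 cells. Compound exposure lasted 30-36 h at 37C, with 4.5 mM final sodium butyrate as control, followed by a ONE-Glo read.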
Numbers without * were called inactive; [ ] = remark or other dose. Potency means the concentration at half of the fitted maximal effect.

Results for Cn1c(=O)n(C)c2cc(NS(=O)(=O)c3ccc(Cl)cc3)c(NCc3ccccc3)cc21 ?
SMN2 splice up: 7%

How did O=C(NCCc1nc2ccccc2n1Cc1ccccc1)c1ccco1 do in these assays?
SMN2 splice up: inconclusive

What do the screens show for `CCOc1ccc(NC(=O)c2ccc(-c3cccc(Cl)c3C)o2)cc1`?
SMN2 splice up: 8%

Results for COCCCNC(=O)CSc1nc(-c2cccc(F)c2)[nH]c1-c1ccccc1 ?
SMN2 splice up: -11%

Results for O=C(CSCn1nnc2c(=O)[nH]c(Cc3ccc(F)cc3)nc21)Nc1cccc(C(F)(F)F)c1 ?
SMN2 splice up: -1%

How did CCc1ccccc1NC(=O)C1CCCN(c2cnccn2)C1 (stereo unspecified) do in these assays?
SMN2 splice up: -8%

How did CCCCCOc1c(Cl)cc(C(=O)N(Cc2ccc(C)o2)C2CCS(=O)(=O)C2)cc1Cl (stereo unspecified) do in these assays?
SMN2 splice up: -26%

Results for Cc1ccn2c(Nc3c(C)cccc3C)c(-c3ccc(Cl)s3)nc2c1 ?
SMN2 splice up: 3%

What do the screens show for `Cc1ccc(C)c(CN2C(=O)c3ccccc3S(=O)c3ccc(C(=O)N4CCC(C)CC4)cc32)c1` (stereo unspecified)?
SMN2 splice up: 18%

What do the screens show for `COc1ccc(CNC(=O)C(C)Sc2nc(-c3ccccc3)cc(C(F)(F)F)n2)cc1` (stereo unspecified)?
SMN2 splice up: -10%

How did O=S(=O)(c1ccccc1)c1nc(-c2ccc(F)cc2)oc1N1CCOCC1 do in these assays?
SMN2 splice up: 2%

What do the screens show for `Cc1nn(C(C)C(=O)NC2CCC(C)CC2)c(=O)c2cc3sccc3n12` (stereo unspecified)?
SMN2 splice up: -9%

How did CCOc1ccccc1NC(=O)CSc1nc2c(oc3ccccc32)c(=O)n1-c1ccc(C)c(C)c1 do in these assays?
SMN2 splice up: 3%

How did N#Cc1ccc(C(=O)Nc2ccccc2-c2nc3ccccc3s2)c(F)c1 do in these assays?
SMN2 splice up: 0%

Results for COc1cc(NS(=O)(=O)c2ccc3c(c2)CC(=O)N3)cc(OC)c1OC ?
SMN2 splice up: -5%

Brought forward from above: 7 entries, then new ones.
What do the screens show for `Cc1ccc(C)c(CN2C(=O)c3ccccc3S(=O)c3ccc(C(=O)N4CCC(C)CC4)cc32)c1` (stereo unspecified)?
SMN2 splice up: 18%

What do the screens show for `COc1ccc(CNC(=O)C(C)Sc2nc(-c3ccccc3)cc(C(F)(F)F)n2)cc1` (stereo unspecified)?
SMN2 splice up: -10%

How did O=S(=O)(c1ccccc1)c1nc(-c2ccc(F)cc2)oc1N1CCOCC1 do in these assays?
SMN2 splice up: 2%

What do the screens show for `Cc1nn(C(C)C(=O)NC2CCC(C)CC2)c(=O)c2cc3sccc3n12` (stereo unspecified)?
SMN2 splice up: -9%

How did CCOc1ccccc1NC(=O)CSc1nc2c(oc3ccccc32)c(=O)n1-c1ccc(C)c(C)c1 do in these assays?
SMN2 splice up: 3%

How did N#Cc1ccc(C(=O)Nc2ccccc2-c2nc3ccccc3s2)c(F)c1 do in these assays?
SMN2 splice up: 0%

Results for COc1cc(NS(=O)(=O)c2ccc3c(c2)CC(=O)N3)cc(OC)c1OC ?
SMN2 splice up: -5%

Results for COc1ccc(CCNc2oc(/C=C/c3cc(OC)c(OC)c(OC)c3)nc2C#N)cc1OC ?
SMN2 splice up: 9%

What do the screens show for `COc1cc(OC)cc(C(=O)Nc2ccc3nc(N4CCCCC4)cc(C)c3c2)c1`?
SMN2 splice up: -12%

What do the screens show for `Cc1cc(C)c2c(n1)sc1c(=O)n(-c3cc(Cl)ccc3C)nnc12`?
SMN2 splice up: -6%

What do the screens show for `CCCCN(CC)CCCNC(=O)C1CCN(c2nc3ccc(CC)cc3s2)CC1`?
SMN2 splice up: -52%[inhibitor]

Results for Cn1c(=O)oc2cc(S(=O)(=O)NC(Cc3ccccc3)C(=O)NCc3ccc(F)cc3)ccc21 (stereo unspecified) ?
SMN2 splice up: 2%

Results for COc1ccccc1NC(=O)C1=C(C)Nc2nc(SCc3ccccc3F)nn2C1c1cccs1 (stereo unspecified) ?
SMN2 splice up: 7%

What do the screens show for `O=C(c1ccc(F)cc1F)N1CCC(c2nc(-c3ccc(S(=O)(=O)N4CCCC4)cc3)no2)CC1`?
SMN2 splice up: -5%

How did Cc1cc(C)cc(NC(=O)c2cccc3c2C(=O)N(C2CCCCC2)C3)c1 do in these assays?
SMN2 splice up: -3%

How did Cc1ccc(C)c(C(=O)CSc2nc(-c3ccccc3)nc3c2CCCC3)c1 do in these assays?
SMN2 splice up: -6%

How did COc1ccc(-n2c(=O)c3ccc(C(=O)NCc4ccc(C)cc4)cc3n(CC(=O)Nc3ccc(C)cc3)c2=O)cc1 do in these assays?
SMN2 splice up: 1%

What do the screens show for `Cc1cc2oc(C(=O)N(Cc3ccccc3F)C3CCS(=O)(=O)C3)c(C)c2cc1Cl` (stereo unspecified)?
SMN2 splice up: -24%

Results for Cc1cc(-c2ccccc2)n2nc(-c3cccc(Br)c3)cc2n1 ?
SMN2 splice up: -20%

How did O=C(NCCCc1nc2ccccc2n1Cc1cccc(Cl)c1)c1ccco1 do in these assays?
SMN2 splice up: -8%

What do the screens show for `COc1ccc(NC(=O)c2ccco2)cc1NC(=O)COc1cc(C)cc(C)c1`?
SMN2 splice up: 1%

How did Cc1ccc(C#N)c(=O)n1CC(=O)Nc1ccccc1C(F)(F)F do in these assays?
SMN2 splice up: 5%

How did CCC(=O)N(CCC(c1ccccc1)c1ccc2c(c1)OCO2)Cc1ccc(OC(C)C)cc1 (stereo unspecified) do in these assays?
SMN2 splice up: -32%[inhibitor]

How did O=S(=O)(Nc1ccc(Br)cc1)c1ccc2nc(-c3ccccc3)[nH]c2c1 do in these assays?
SMN2 splice up: -9%

What do the screens show for `Cc1cccc(N2CCN(C(=O)CCc3c(C)nc4c(c3C)c(=O)n(C)c(=O)n4C)CC2)c1C`?
SMN2 splice up: 2%

What do the screens show for `Cc1cc(C)n2nc(CNS(=O)(=O)c3ccccc3)nc2n1`?
SMN2 splice up: -2%

Results for Cc1cccc(C)c1-n1ncc(C(=O)O)c1C1CCN(C(=O)OC(C)(C)C)CC1 ?
SMN2 splice up: -7%

Results for CCc1cccc(C)c1NC(=O)C1CCCN1S(=O)(=O)c1cccc2nsnc12 (stereo unspecified) ?
SMN2 splice up: -27%

Results for Oc1ccccc1Nc1nc(-c2ccccc2)c2cc(Cl)ccc2n1 ?
SMN2 splice up: -3%

What do the screens show for `CCc1cccc(NC(=O)CSc2nccn2C)c1`?
SMN2 splice up: 17%

How did CCOc1ccc(NC(=O)C(Cc2ccccc2)NS(=O)(=O)c2ccc3c(c2)oc(=O)n3C)cc1 (stereo unspecified) do in these assays?
SMN2 splice up: 2%

How did Cc1nn(-c2ccccc2)c(OC(=O)C(C)(C)C)c1Sc1ccccc1 do in these assays?
SMN2 splice up: 4%

What do the screens show for `O=C(Nc1sc2c(c1C(=O)NCc1ccco1)CCCC2)c1cc(=O)c2cc(Cl)ccc2o1`?
SMN2 splice up: 6%

Results for CC(NC(=O)c1c(O)nc2ccccn2c1=O)c1ccccc1 (stereo unspecified) ?
SMN2 splice up: 6%

Results for O=C(Nc1ccc(OC(F)(F)F)cc1)C1CCCN(S(=O)(=O)c2cccc3nonc23)C1 (stereo unspecified) ?
SMN2 splice up: 2%

What do the screens show for `Cc1cccc(C)c1Nc1c(-c2ccccn2)nc2c(C)cccn12`?
SMN2 splice up: 1%

Results for COc1cccc(C(=O)Nc2cccc(NC(=O)c3ccc(Cl)cc3Cl)c2)c1 ?
SMN2 splice up: -9%

What do the screens show for `Cc1cccc(C)c1OCc1cc(=O)n2c3c(sc2n1)CCCC3`?
SMN2 splice up: -2%

Results for CCCOc1c(Cl)cc(C(=O)N(Cc2cccc(OC)c2)C2CCS(=O)(=O)C2)cc1Cl (stereo unspecified) ?
SMN2 splice up: 9%

Results for CCOc1ccc(CCNC(=O)c2cc3cc4cc(OC)ccc4nc3s2)cc1OCC ?
SMN2 splice up: 8%

What do the screens show for `CCOC(=O)N1CCN(C(=O)CN(c2ccc(C)cc2C)S(=O)(=O)c2ccccc2)CC1`?
SMN2 splice up: 7%

How did COCCN1C(=O)c2[nH]nc(-c3ccccc3O)c2C1c1ccc(OCc2ccccc2)c(OC)c1 (stereo unspecified) do in these assays?
SMN2 splice up: 6%

What do the screens show for `COc1ccc(C2C=C(c3ccc(F)cc3)Nc3nc(-c4ccc(Cl)cc4)nn32)cc1` (stereo unspecified)?
SMN2 splice up: 0%

How did Cc1cc(C)n(-c2nnc(Nc3ccc(C)c(C)c3)c3ccccc23)n1 do in these assays?
SMN2 splice up: -2%

Results for CC1=C(C(=O)OCC(C)C)C(c2ccc(OCc3ccccc3)cc2)N2C(=O)CCSC2=N1 (stereo unspecified) ?
SMN2 splice up: -4%

How did CCN(CC)S(=O)(=O)c1ccc2c(c1)N(CC(=O)NCc1ccccc1)C(=O)CS2 do in these assays?
SMN2 splice up: 13%

Results for Cc1cc(C)c2c(NC(=O)c3ccccc3Cl)c(C(=O)NCc3ccc(Cl)cc3)sc2n1 ?
SMN2 splice up: 5%

How did COC(=O)c1cccc(Nc2nn3c(=O)c4cc5c(cc4nc3s2)OCO5)c1 do in these assays?
SMN2 splice up: 6%

How did CCCN(CCC)CCCNC(=O)c1cc2c(=O)oc3ccc(C)cc3c2s1 do in these assays?
SMN2 splice up: 15%

Results for Cc1ccc(CNC(=O)c2ccc3nc(SCc4ccc(F)cc4)[nH]c3c2)cc1 ?
SMN2 splice up: -55%[inhibitor]

What do the screens show for `CC1=C(C(N)=O)C(c2ccc(F)cc2)n2nc(-c3ccc(N(C)C)cc3)nc2N1` (stereo unspecified)?
SMN2 splice up: 1%

What do the screens show for `Brc1ccc(-c2cn3cc(Cc4ccccc4)sc3n2)cc1`?
SMN2 splice up: 8%

How did CCn1c(CC2C(=O)Nc3ccccc32)nc2ccccc2c1=O (stereo unspecified) do in these assays?
SMN2 splice up: -11%

How did CCOc1ccccc1NC(=O)COc1ccc(S(=O)(=O)NC2CCCCC2)cc1 do in these assays?
SMN2 splice up: 20%

What do the screens show for `CCOc1ccc(C2=NC(c3ccncc3)=Nc3ccc(C)cc3N2)cc1OCC`?
SMN2 splice up: 12%

Results for COc1ccc(NC(=O)CSc2nc3cc(OC)c(OC)cc3c3nc(-c4ccccc4)nn23)cc1Cl ?
SMN2 splice up: -6%

How did CCCCn1nc(NC(=O)c2cccc(Cl)c2)c2cc3ccccc3nc21 do in these assays?
SMN2 splice up: 6%

How did Cc1ccc(Cn2c(CCNC(=O)c3cccc(C)c3)nc3ccccc32)cc1 do in these assays?
SMN2 splice up: -12%

What do the screens show for `Cc1nc2nc(NC(=O)c3ccc(F)cc3)[nH]n2c(=O)c1Cc1ccccc1`?
SMN2 splice up: 6%

How did Cn1c(=O)c2c(n3ncnc13)NC(=O)CC2c1cccc(F)c1 (stereo unspecified) do in these assays?
SMN2 splice up: -3%

Results for CCOc1ccccc1NC(=O)c1sc2nc(C)cc(C)c2c1N ?
SMN2 splice up: -8%

Results for Cc1ccc(CCNC(=O)C2CCN(Cc3nc(-c4ccccc4C)oc3C)CC2)cc1 ?
SMN2 splice up: 1%

What do the screens show for `CC1CCCCN1c1nc(-c2ccc(C(C)(C)C)cc2)nc2ccccc12` (stereo unspecified)?
SMN2 splice up: 383%

Results for Cc1ccc2oc(C(=O)Nc3ccc(S(=O)(=O)N(C)Cc4ccccc4)cc3)cc(=O)c2c1 ?
SMN2 splice up: 14%

Results for CCOC(=O)c1ccc(NC(=O)C2=C(C)Nc3nc(SCc4ccc(Cl)cc4)nn3C2c2ccc(C)cc2)cc1 (stereo unspecified) ?
SMN2 splice up: -1%

Results for COc1ccc2c(c1)-c1nc(NC(=O)c3cc(OC)c(OC)c(OC)c3)sc1CC2 ?
SMN2 splice up: -57%[inhibitor]

How did Cc1ccc(N(CC(=O)NCc2ccc(F)cc2)S(=O)(=O)c2c(C)nn(C)c2C)cc1 do in these assays?
SMN2 splice up: 4%

What do the screens show for `COc1ccc2cc3c(N)nn(C(=O)c4ccc(F)cc4Cl)c3nc2c1`?
SMN2 splice up: -44%[inhibitor]

How did CCc1ccc(C(c2ccccc2)c2c[nH]c3ccc(C)cc23)s1 (stereo unspecified) do in these assays?
SMN2 splice up: -38%[inhibitor]

What do the screens show for `CCc1nn(CC(=O)NCCCN(CC)CC)c(=O)c2cc3occc3n12`?
SMN2 splice up: 25%

Results for Cc1cccc(C2=Nc3ccccc3N=C(c3cc(Cl)ccc3O)C2)c1 ?
SMN2 splice up: -8%

What do the screens show for `O=C(Nc1ccc(F)cc1)[C@@H](c1ccccc1)N1Cc2ccccc2C1=O`?
SMN2 splice up: -4%

How did CCOC(=O)N1CCc2c(sc3c2c(=O)n(-c2ccc(CC)cc2)c(=O)n3CC(=O)Nc2ccc(C)cc2)C1 do in these assays?
SMN2 splice up: -5%

How did Cc1ccc(CNC(=O)CCNS(=O)(=O)c2ccc3c(c2)oc(=O)n3C)cc1 do in these assays?
SMN2 splice up: -7%

Results for CCn1c(C)c(C2N3CC4(C)CN2CC(CC)(C3)C4=O)c2ccccc21 (stereo unspecified) ?
SMN2 splice up: 17%

Results for COc1cccc(CNC(=O)CCCn2ncn3c(cc4occc43)c2=O)c1OC ?
SMN2 splice up: -3%

Results for CCN(CC)C(=O)c1sc(NC(=O)C(C)Sc2nc(-c3ccccc3)cc(C(F)(F)F)n2)c(C(=O)OC)c1C (stereo unspecified) ?
SMN2 splice up: -25%

How did Cc1ccc(N(CC(=O)N2CCN(c3ccc(F)cc3)CC2)S(=O)(=O)c2c(C)noc2C)cc1 do in these assays?
SMN2 splice up: -20%

How did Cc1ccc(Cl)cc1N1CCN(C(=O)C2CCN(S(=O)(=O)c3cccc4nonc34)CC2)CC1 do in these assays?
SMN2 splice up: -30%[inhibitor]

How did Cc1cccc(NC(=O)C2CCCN(c3nc4ccccc4s3)C2)c1C (stereo unspecified) do in these assays?
SMN2 splice up: 8%

Results for N#Cc1c(C(F)(F)F)cc(-c2cccs2)nc1SCc1ccc(F)cc1 ?
SMN2 splice up: 9%

High-throughput results (PubChem BioAssay)

An excerpt; rates above refer to the full screens.
